TTR transcr act = TTR transcription activation, primary screen; SH-SY5Y TTR promoter Gaussia luciferase, luminescence; 100% = recombinant luciferase protein wells; activation, % at 16.7 µM; AID 1117267; actives 1.3% (n = 92,000);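 active = activation above the mean of all tested compounds plus 3 SD, cut at about 9.5% in these data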;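 also: cells exposed to compounds for one day before reading; 0% = median of all test compound wells on the plate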
Active calls of the source: *. Not all compounds are listed; count on the stated rates, not on these rows.

SMILES	TTR transcr act
CCC1([N+](=O)[O-])COC(c2ccc(OC)cc2)OC1 (stereo not given)	-0.8
CCCCCCn1c(COc2ccccc2F)nnc1SCC(=O)NC1CCS(=O)(=O)C1 (stereo not given)	2.1
CC12CC(c3ccccc3O1)C(/C(N)=N/NC(=O)c1ccc(F)cc1)C(=O)N2 (stereo not given)	0.0
CCN(CC)C(=O)N1CCC(NC(=O)c2ccccc2)CC1	5.6
CC(=O)Nc1ccc2c(c1)ncn2C1CCCCC1	1.1
CCOc1ccc(OCCNC(=O)c2ccc3c(c2)nnn3CC)cc1	0.5
CCn1c(SCC(=O)c2cc(OC)ccc2OC)nnc1-c1ccncc1	-1.4
COc1cccc2sc(N(CCN(C)C)C(=O)c3ccc(S(=O)(=O)N4CCCC4)cc3)nc12	0.6
COc1ccc2[nH]c3c(NCCN(C(C)C)C(C)C)ncnc3c2c1	1.4
C[C@H](NC(=O)c1nc[nH]c1C(=O)N1CCN(C(=O)OC(C)(C)C)CC1)c1ccccc1	4.8
N#CCCN(C(=O)COC(=O)CCc1nc2ccccc2c(=O)[nH]1)c1ccccc1F	8.3
Cc1ccc(S(=O)(=O)n2ccc3cccnc32)cc1	-0.4
O=S(=O)(c1ccc(Br)cc1)N1CCC2(CC1)OCCO2	0.3
CCc1nccn1S(=O)(=O)c1ccc(Br)cc1Br	1.5
CCOC(=O)[C@@H]1[C@H]2COc3cc(OC)ccc3[C@H]2N2C(=O)N(c3ccc(C(F)(F)F)cc3)C(=O)[C@@]12C	2.2
CCc1ccc(N(CC(=O)O)S(=O)(=O)c2c(C)noc2C)cc1	1.4
Cc1nc2c(-c3ccc(F)cc3)c(C)nn2c(C)c1CCC(=O)N1CCN(c2ccc(F)cc2)CC1	-1.1
CC(=O)C1=C(C)NC(=O)NC1c1ccc2c(c1)OCO2 (stereo not given)	0.2
O=C1NC[C@H](Cc2ccc(O)cc2)N(CCc2cccc3ccccc23)C1=O	-1.1
CCSc1nnc(NC(=O)C(CC)Oc2ccccc2)s1 (stereo not given)	-1.6
Cc1cc(C(=O)N/N=C/c2cc(Cl)cc([N+](=O)[O-])c2O)c2ccccc2n1	-1.4
CC(C)[C@H](NC(=O)c1ccccc1Cl)C(=O)OCc1cc(=O)n2cc(Br)ccc2n1	-0.5
COc1ccc(-n2c(SC3CCOC3=O)nc3ccccc32)cc1 (stereo not given)	-4.1
Cc1cc2nc(-c3ccc(Cl)cc3)c(Cc3cccc(Cl)c3)n2c(C)c1Br	1.2
Cc1ccc2nc(C)cc(Cl)c2c1	-0.1
COc1ccc(-c2nnc(SCCC(=O)O)n2-c2ccccc2)cc1	1.5
CCOC(=O)c1cc(-c2ccccc2)nn1Cc1cc(CC)no1	0.7
COc1ccc(CCNC(=O)CN(C)S(=O)(=O)c2cccc3nsnc23)cc1OC	-0.1
NC(=O)CN1C(=O)NC(c2ccccc2)(c2ccccc2)C1=O	0.8
Cc1ccc(NC(=S)C2=C(O)c3sccc3N(C)S2(=O)=O)cc1	-5.6
CC(Cc1cccs1)NC(=O)Nc1ccc([N+](=O)[O-])cc1 (stereo not given)	-1.6
Cc1cc(=O)oc2cc(OCC(=O)NCC3CCCO3)ccc12 (stereo not given)	-1.3
O=C(Nc1ccccc1F)c1ccc(Cn2cc(Br)cn2)cc1	-2.3
Clc1ccc(CNCCCSc2ncccn2)cc1	-1.4
O=C(NCc1ccccc1)c1ccc2c(c1)S(=O)(=O)c1cc(Cl)ccc1C2=O	-0.4
COc1cc(CN2CCNC(=O)C2CC(=O)NC2CCC2)cc(OC)c1 (stereo not given)	-0.7
CCOC(=O)c1c(NC(=O)C2COc3ccccc3O2)sc(C(C)=O)c1C (stereo not given)	1.9
CSCCC(C(=O)NC(C)(C)C)n1c(-c2cccc(NC(C)=O)c2)nc2ccccc21 (stereo not given)	-1.7
O=C(NNC(=O)C12CC3CC(CC(C3)C1)C2)c1ccccn1	-4.0
CCSCCOC(=O)C1=C(C)N(C)C(=O)NC1c1ccc2c(c1)OCO2 (stereo not given)	1.5

Two entries drawn at random from the list so far, as already listed:
SMILES	TTR transcr act
CCOc1ccc(OCCNC(=O)c2ccc3c(c2)nnn3CC)cc1	0.5
CCC1([N+](=O)[O-])COC(c2ccc(OC)cc2)OC1 (stereo not given)	-0.8

Later entries.
SMILES	TTR transcr act
C[C@H]1CCCCO[C@H](CN(C)C(=O)C2CCCCC2)[C@@H](C)CN([C@@H](C)CO)C(=O)c2cc(NC(=O)NC3CCCCC3)ccc2O1	2.4
CCOc1ccc(CCNC(=O)COn2nnc3ccc(S(=O)(=O)N4CCOCC4)cc32)cc1OCC	0.6
CS(=O)(=O)N1CCN(c2cccc(Cl)n2)CC1	3.3
CC1(C(=O)NCc2ccc3c(c2)OCO3)CCN1CCc1ccccc1 (stereo not given)	-1.6
O=C1NCC(Nc2ccccc2Cl)C(=O)N1 (stereo not given)	1.5
O=C(N/N=C\C=C\c1ccco1)c1cc(-c2ccc3ccccc3c2)n[nH]1	2.5
O=S1(=O)CCOC[C@H](c2ccccc2)N1Cc1ccccc1	7.3
COc1ccc(/C=C2/SC(=O)NC2=O)cc1	0.0
Nc1ccccc1-c1ccc([N+](=O)[O-])cc1	-0.5
O=C(Nc1cc(Cl)ccc1N1CCOCC1)c1ccc(F)c(S(=O)(=O)N2CCOCC2)c1	2.8
C=CCN1C(=O)/C(=C2/Sc3ccccc3N2CCCS(=O)(=O)O)SC1=S	-1.6
COC(=O)[C@]12C[C@H](CC(=O)NCC3CCCCC3)C(=O)N(Cc3ccccc3)C1=C[C@H](COCc1ccccc1)O[C@@H]2C	-0.9
CCOC(=O)C1=NOC(CN(c2ccccc2)S(=O)(=O)c2ccc(Cl)cc2)C1 (stereo not given)	-0.1
CCn1cc([N+](=O)[O-])c(C(=O)Nc2nc3ccc(OC)cc3s2)n1	-1.1
O=C(NCCCN1CCOCC1)C1CCN(S(=O)(=O)c2c(Cl)cccc2Cl)CC1	1.5
CCOC(=O)C1CCN(Cc2cccc(OC)c2)CC1	0.4
CCCC1CCC2(CC1)CCC2OC(=S)Nc1ccccc1 (stereo not given)	-0.3
Cc1cc(C)nc(N/N=C/c2ccccc2Cl)n1	-0.3
O=C(COC(=O)C(CO)NS(=O)(=O)c1ccc(Br)cc1)Nc1ccc2c(c1)OCCO2 (stereo not given)	2.6
CC12CCC(C(NC(=S)NN)C1=O)C2(C)C (stereo not given)	4.4
COc1ccc(-c2noc(CCC(=O)N3CCN(c4ccccc4Br)CC3)n2)cc1	-0.2
COc1ccc(C(=O)c2coc3ccc(O)c(CN4CCOCC4)c23)cc1	-3.2
O=C(COc1ccccc1)NC1CCN(Cc2ccccc2)CC1	-0.7
Nc1nc(Cl)cc(Oc2ccc([N+](=O)[O-])cc2)n1	0.6
O=C1C[C@H](c2ccc3ccccc3c2)N=C2N1/C(=C\c1ccccc1)[C@@H](c1ccccc1C(F)(F)F)N2Cc1ccc2c(c1)OCO2	-0.5
CC1CCN(CCNC(=O)C2CCCN(c3ncnc4c3nc3n4CCCCC3)C2)CC1 (stereo not given)	-0.8
O=C(C1=C[C@@H](c2ccc(Br)cc2)C[C@@H](OCCCCO)O1)N1CCOCC1	-4.1
COc1ccccc1NC(=O)C1CC(=O)OC1c1ccccc1 (stereo not given)	2.0
COc1ccc(S(=O)(=O)N2CCC(C(=O)NC3CCCCC3)CC2)cc1C	-1.7
Cc1ccc(C#N)c(SCC(=O)Nc2nccs2)n1	2.3
Cc1c(C(=O)/C=C/N(C)C)nnn1-c1ccc(Cl)cc1C#N	0.6
COc1ccc(CN2CCCC(C(=O)c3cccc(C(F)(F)F)c3)C2)cc1O (stereo not given)	1.6
O=C(O)CSc1nnc(-c2cccs2)n1-c1ccc(Cl)cc1	-0.8
COc1cccc(C(=O)NCc2ccc3c(c2)cc(C)n3C)c1	0.8
Cc1ccc(N2CCN(/N=C/c3sccc3C)CC2)cc1	1.5
O=C(NCc1ccccn1)c1cc(S(=O)(=O)N2CCN(c3ccccc3)CC2)ccc1Cl	2.3
CCCC(=O)Nc1ccc(Cl)c(NC(=S)NC(=O)c2ccco2)c1	-1.5
CSc1ncccc1C(=O)OCC(=O)N(CC(C)C)c1c(N)n(Cc2ccccc2)c(=O)[nH]c1=O	-0.1
CCCOc1ccc(S(=O)(=O)N2C(=O)CC(=O)N(Cc3ccc(OCC)cc3)C2=O)cc1	-0.2
Fc1ccc(NC(=S)NCc2cccnc2)cc1	-0.4
CCOC(=O)[C@@H]1[C@H]2COc3ccccc3[C@@H]2N2C(=O)N(c3ccc(Cl)cc3)C(=O)[C@]12C	2.6
CNC[C@@H]1OCc2ccccc2-c2c(n(C)c3ccccc23)C(=O)N([C@H](C)CO)C[C@@H]1C	4.1
CC(C)Oc1ccc(/C=C(\C#N)C(=O)NC2CC2)cc1	-0.6
Cc1nc([N+](=O)[O-])c(C(=O)OCc2ccccc2Br)n1C	1.1
O=C(COC(=O)c1ccc2ncsc2c1)Nc1cc(Cl)ccc1F	0.7
COc1cccc(-c2nnc(-c3ccccc3NC(=O)c3ccc(C(C)(C)C)cc3)o2)c1	-0.3
CC(=O)Nc1cccc(NC(=O)c2ccc(C)c([N+](=O)[O-])c2)c1	-1.6
CCOc1ccccc1NC(=O)N1CCc2ccccc2C1	-0.4
CC1CCN(C(=O)COC(=O)c2cccs2)CC1	1.1
O=C1NC(Cc2c[nH]c3ccccc23)C(=O)N1Cc1ccc(CN2C(=O)NC(Cc3c[nH]c4ccccc34)C2=O)cc1 (stereo not given)	-1.4
O=C(NN=Cc1ccc([N+](=O)[O-])cc1)C1CC1	5.2
O=C(CN1CCC(C(=O)c2cccc(Cl)c2)CC1)Nc1ccc(C(=O)O)cc1	1.5
CC1=CC(c2ccccc2)=NS(=O)(=O)N1	2.3
Cc1ccc(NC(=O)c2cccc(OCc3c(C)noc3C)c2)cc1	3.1
Cc1ccc(/C=C/C(=O)N(Cc2cccs2)C2CCS(=O)(=O)C2)cc1 (stereo not given)	2.9
CC(C)C[C@@H](CSc1ccccc1)N1CCN(CCc2ccccc2)CCC1=O	2.7
O=C(CCC1CCCC1)N=C1SC2CS(=O)(=O)CC2N1c1ccccc1F (stereo not given)	13*
O=C(Nc1nc(=S)ss1)c1ccc(Cl)cc1Cl	0.4
COc1cccc(OC)c1C(=O)OCC(=O)Nc1ccc(OC(F)(F)F)cc1	0.3
CSc1ccccc1NC(=O)c1onc(C)c1Cl	2.3

Copied from the list:
For TTR transcr act, O=C(COc1ccccc1)NC1CCN(Cc2ccccc2)CC1 is listed with -0.7
For TTR transcr act, O=C(CCC1CCCC1)N=C1SC2CS(=O)(=O)CC2N1c1ccccc1F (stereo not given) is listed with 13*
For TTR transcr act, CSc1ncccc1C(=O)OCC(=O)N(CC(C)C)c1c(N)n(Cc2ccccc2)c(=O)[nH]c1=O is listed with -0.1
For TTR transcr act, O=C(COC(=O)c1ccc2ncsc2c1)Nc1cc(Cl)ccc1F is listed with 0.7
For TTR transcr act, CCc1ccc(N(CC(=O)O)S(=O)(=O)c2c(C)noc2C)cc1 is listed with 1.4
For TTR transcr act, Cc1ccc(NC(=O)c2cccc(OCc3c(C)noc3C)c2)cc1 is listed with 3.1
For TTR transcr act, O=C1C[C@H](c2ccc3ccccc3c2)N=C2N1/C(=C\c1ccccc1)[C@@H](c1ccccc1C(F)(F)F)N2Cc1ccc2c(c1)OCO2 is listed with -0.5

The listing continues:
SMILES	TTR transcr act
COc1ccccc1C(c1nnnn1C(C)(C)C)N1CCN(C(=O)c2ccco2)CC1 (stereo not given)	1.0
CN(C)CC(CCC(CN(C)C)C(O)(c1ccccc1)c1ccccc1)C(O)(c1ccccc1)c1ccccc1 (stereo not given)	11*
CN1C(C)(C)CC(NC(=O)c2ccco2)CC1(C)C	1.4
O=S(=O)(CC1NCCc2ccccc21)NCc1ccc(F)cc1 (stereo not given)	1.0
CCC(=O)c1ccc(OCC(=O)OCC(=O)Nc2ccc3c(c2)OCCO3)cc1	-0.9
O=C(NC(=S)Nc1ccccc1Cl)c1csnn1	13*
CCOc1ccc(-n2c(SCC(=O)Nc3ccccc3CC)nc3n[nH]c(C)c3c2=N)cc1	-1.4
CC(C)OC(=O)CN1CCN(c2ccc(Cl)cc2)CC1	-1.2
c1ccc(-c2cc(-c3ccccc3)n3ncnc3n2)cc1	1.1
Cc1ccc(NC(=O)CCSc2nnnn2-c2ccc3c(c2)OCO3)cc1C	-3.3
CCOC(=O)c1ccccc1N=Cc1c(O)c2ccccc2oc1=O	4.8
CCC(OC(=O)c1nsc(Cl)c1Cl)C(=O)NCc1cccs1 (stereo not given)	2.8
COc1cc2cc(CN(CCO)C(=O)c3cccs3)c(=O)[nH]c2cc1OC	33*
CC1CN(C(=S)Nc2ccccc2)C(C)CN1C=O (stereo not given)	-0.2
Cc1ccc(C2CC(c3cccs3)=NN2C(=O)CSC2=NCCS2)cc1 (stereo not given)	-2.4
COc1ccc(CC(=O)Nc2nn(C)c3nc4c(C)cccc4cc23)cc1	-0.8
CCOc1ccccc1N1C(=O)c2cccnc2C1=O	1.0
O=C1CN=C(Nc2ccc(Cl)cc2)N1c1ccccc1	2.0
CC(C)(O)[C@H](O)COc1c2ccoc2cc2oc(=O)ccc12	6.3
COC(=O)c1ccc(NC(=O)Cn2nnc(-c3cccs3)n2)cc1	-1.9

Of the compounds above, four contain a CF3 group:
SMILES	TTR transcr act
CCOC(=O)[C@@H]1[C@H]2COc3cc(OC)ccc3[C@H]2N2C(=O)N(c3ccc(C(F)(F)F)cc3)C(=O)[C@@]12C	2.2
O=C1C[C@H](c2ccc3ccccc3c2)N=C2N1/C(=C\c1ccccc1)[C@@H](c1ccccc1C(F)(F)F)N2Cc1ccc2c(c1)OCO2	-0.5
COc1ccc(CN2CCCC(C(=O)c3cccc(C(F)(F)F)c3)C2)cc1O (stereo not given)	1.6
COc1cccc(OC)c1C(=O)OCC(=O)Nc1ccc(OC(F)(F)F)cc1	0.3

Other entries:
SMILES	TTR transcr act
Cc1cc(=O)oc2cc(OCCSCCN3CCCCC3)ccc12	21*
O=C(NNc1ccccc1)c1ccccc1	1.8
O=C(c1ccccc1SCc1ccccc1)N1CCOCC1	1.8
CCOC(=O)c1c(C)[nH]c(C)c1C(=O)CSc1nnc(N)s1	0.3
COC(=O)c1cc(N=CC2=C(O)CC(C)(C)CC2=O)cc(C(=O)OC)c1	5.1
Cc1ccc(C(=O)NN=CC(=O)c2ccccc2)c(C)c1	1.6
CCOC(=O)C1=C[C@@H](CC)N(S(=O)(=O)c2ccc(C)cc2)[C@H]1c1cccc(Cl)c1	0.4
